# D3 ag: agonists of human D3 dopamine receptor; 410,000 tested, 0.58% active; D3R DiscoveRx beta-arrestin cells, luminescence, 90 min; max activation, %; P35462; in the data active means max activation above about 30%; further: 0% is about no effect; mostly tested at two doses, the higher about 12 µM
#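 Agonist-mode cell screen: cells plated at 1500/well and incubated overnight at 37 °C, then exposed to library compounds for 90 min at 37 °C. Detection reagent was added for 30–60 min at room temperature, and luminescence was read.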
# aSyn rescue: rescues yeast growth from alpha-synuclein toxicity | Yeast expressing alpha-synuclein, growth rescue, BacTiter-Glo, 24 h | Potency, µM (top dose mostly 46.1 µM), inactives show at the top dose growth rescue (activation), usual class: activators | 370,000 tested, 0.14% active; further: potency means the concentration at half of the fitted maximal effect; % of control where 0% means no effect; nearly all actives have a fitted effect of over 65% in size
#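 Galactose-induced alpha-syn yeast (OD600=0.02, raffinose-pregrown) + pinned cpd, 24 hr, 30 deg C; growth by BacTiter-Glo luminescence. Growth restoration scores as activation.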
# KB-V1 MDR tox: kills drug-selected multidrug resistant KB-V1 cells | KB-V1 MDR cells viability, CellTiter-Glo, 72 h | Potency, µM (titrated, usually from 46.1 µM), without a hit: at the top dose activity change, negative = cytotoxicity, hits mostly cytotoxic | 400,000 tested, 3.4% active; further: potency means the concentration at half of the fitted maximal effect; on the % scale 0 is the no-effect control and ±100 the full control effect; nearly all actives have a fitted effect of over 60% in size
#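 Drug-selected KB-V1 cells, grown in DMEM lacking phenol red with 10% FBS, receive compound titrations; after three days at 37 degrees C, surviving cell ATP is quantified by CellTiter-Glo luminescence and responses normalized and curve-fitted.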
# GLP-1R agonist: GLP-1 receptor (human) agonism; Potency, µM (series often up to 45.6 µM), for inactives: at the highest dose activation, actives largely listed as activators; 380,000 tested, 0.007% active; HEK293 GLP-1R CRE-luciferase, luminescence, 4-6 h; cells express a hypersensitive GLP-1R form; further: potency means the concentration at half of the fitted maximal effect; % of control where 0% means no effect
# Target sequence (P43220 whole entry, looked up): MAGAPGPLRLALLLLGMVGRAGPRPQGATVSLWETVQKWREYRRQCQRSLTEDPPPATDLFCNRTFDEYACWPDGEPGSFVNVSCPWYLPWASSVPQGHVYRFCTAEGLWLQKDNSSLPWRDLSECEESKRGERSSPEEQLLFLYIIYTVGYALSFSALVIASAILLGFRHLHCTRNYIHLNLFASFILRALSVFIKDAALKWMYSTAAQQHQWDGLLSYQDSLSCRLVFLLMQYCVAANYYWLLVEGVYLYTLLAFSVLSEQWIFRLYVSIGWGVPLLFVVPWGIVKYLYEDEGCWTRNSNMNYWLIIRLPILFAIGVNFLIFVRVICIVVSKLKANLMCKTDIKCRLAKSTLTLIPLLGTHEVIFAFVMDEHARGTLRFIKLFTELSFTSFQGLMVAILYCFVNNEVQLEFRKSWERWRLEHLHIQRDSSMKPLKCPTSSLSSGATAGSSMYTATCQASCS
# PTHR1 ag: PTHR1 (human) receptor agonism; Q03431; HEK293 GP2 PTHR1 cells, GloSensor cAMP luminescence, 1 h; Potency, µM (doses to about 115 µM), for the others: top-dose activation, hits mostly activators; 410,000 tested, 0.075% active; AID 743266; further: potency means the concentration at half of the fitted maximal effect; nearly all actives have a fitted effect of over 55% in size; some results filed as inactive show a strong effect at the top dose; inactives centre near -15; many of its hits are not listed in these tables
# Target sequence (Q03431 whole entry, looked up): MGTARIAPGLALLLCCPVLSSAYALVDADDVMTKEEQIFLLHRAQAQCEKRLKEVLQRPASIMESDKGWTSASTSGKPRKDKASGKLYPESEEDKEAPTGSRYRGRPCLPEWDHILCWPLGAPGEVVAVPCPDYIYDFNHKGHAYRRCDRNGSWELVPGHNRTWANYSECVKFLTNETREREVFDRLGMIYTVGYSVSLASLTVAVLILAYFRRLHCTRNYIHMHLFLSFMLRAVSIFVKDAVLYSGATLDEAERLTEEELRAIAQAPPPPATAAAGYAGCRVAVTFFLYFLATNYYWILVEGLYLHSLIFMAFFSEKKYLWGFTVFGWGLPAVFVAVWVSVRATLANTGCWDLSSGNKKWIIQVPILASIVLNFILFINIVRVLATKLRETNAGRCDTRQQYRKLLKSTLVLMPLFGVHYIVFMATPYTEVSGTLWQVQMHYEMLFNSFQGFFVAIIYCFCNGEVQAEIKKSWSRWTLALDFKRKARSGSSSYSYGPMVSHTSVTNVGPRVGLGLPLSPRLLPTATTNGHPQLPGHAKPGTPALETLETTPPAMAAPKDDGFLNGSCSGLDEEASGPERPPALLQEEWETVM
#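 HEK-293-derived GP2 cells expressing PTHR1 and a GloSensor cAMP reporter, 3,000/well, plated overnight, given luciferin plus IBMX (each 0.5 mM as added) for 1 h at 37 °C, then compound for 1 h at 37 °C. Luminescence was read after 15 min at room temperature.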
# HEK293 tox: cytotoxic in the GLP-1 receptor inverse agonist counter-screen; HEK293 cAMP-luciferase reporter cells, luminescence, 24 h; Potency, µM (series often up to 38.3 µM), for the others: at the top dose activity change, negative = inhibition, actives largely listed as inhibitors; 410,000 tested, 0.13% active;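 further: loss of luciferase light is scored as toxicity; potency means the concentration at half of the fitted maximal effect; on the % scale 0 is the no-effect control and ±100 the full control effect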
#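 Seeding density was 200 cells/uL; after overnight-length (12 h) culture, 23 nL compounds went on for 24 h at 37 °C. Readout used a luciferase detection reagent, luminescence taken after 12 min at room temperature.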
# GLP-1R inv ag: acts as inverse agonist at human GLP-1 receptor; AID 624417; HEK293 GLP-1R CRE-luciferase, luminescence, 24 h; GLP-1R form is constitutively active; 410,000 tested, 1.6% active; Potency, µM (highest dose often 38.3 µM), for the others: top-dose activity change, negative = inhibition, actives largely listed as inhibitors; P43220; further: potency means the concentration at half of the fitted maximal effect; on the % scale 0 is the no-effect control and ±100 the full control effect; nearly all actives have a fitted effect of over 55% in size
#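 qHTS in 1536-well format: reporter HEK293 cells expressing constitutive GLP-1R activity in DMEM + 10% Nu serum, 24 hr with compounds at 37 deg C, luminescence read after 12 min with detection reagent.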
# TDP-43 yeast inh: TDP-43 toxicity inhibition in yeast; TDP-43 expressing yeast growth rescue, BacTiter-Glo, 24 h; Potency, µM (doses to about 46.1 µM), for the others: at the highest dose growth rescue (activation), actives largely listed as activators; 410,000 tested, 1.8% active; further: potency means the concentration at half of the fitted maximal effect; % of control where 0% means no effect; nearly all actives have a fitted effect of over 50% in size
#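 Growth rescue of TDP-43-toxic yeast measured as ATP luminescence (BacTiter-Glo). Cells grown to mid-log in raffinose, induced in galactose at OD600=0.02, exposed to compound 24 hr at 30 deg C.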
# D3 antag: D3 dopamine receptor (human) antagonism. P35462. D3R cells, DiscoveRx beta-arrestin luminescence, antagonist mode; active compounds read low. max response, negative = inhibition, %. 360,000 tested, 2.5% active. AID 652054; in the data active means max response below about -50%; inconclusive means no clear call, values can overlap the other calls; further: on the % scale 0 is the no-effect control and ±100 the full control effect; mostly tested at two doses, the higher about 12 µM
#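 Cells expressing the human receptor were seeded at 1500 cells/well, incubated overnight at 37 degrees C in 5% CO2, then exposed to library compounds with dopamine controls for 90 minutes at 37 degrees C before luminescent detection.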
# An asterisk follows results filed as active; i = inactive; ? = inconclusive; . = no result given; [ ] = remark or other dose. Unless noted, the call rests on the fitted dose curve; in most records, active means well fitted curve in the direction sought with a large enough effect; inconclusive means small, poorly fitted or top-dose-only effect, or another doubt; inactive means no such curve, though single readings can be large; an effect the other way counts as inactive or inconclusive. The list is partial; the hit share may differ from the screen's.
# Below each SMILES: D3 ag	aSyn rescue	KB-V1 MDR tox	GLP-1R agonist	PTHR1 ag	HEK293 tox	GLP-1R inv ag	TDP-43 yeast inh	D3 antag
1	C=CCNC1=C(Cl)C(=O)N(c2cccc(Cl)c2Cl)C1=O
→ 1.5	19.7%	?	-2.3%	i	-0.1%	6.6%	15.8µM*	0.0
2	COc1cc(C#N)ccc1OC(=O)Cc1cc(OC)c(OC)c(OC)c1
→ 8.1	3.0%	19.7%	5.0%	i	-5.2%	-15.5%	2.4%	16.2
3	COc1cc(S(=O)(=O)N2CCOCC2)cc(C(=O)c2nccn2C)c1OC
→ 15.4	-0.5%	18.0%	-1.3%	-45.7%[inhibitor][57.5 µM]	4.4%	0.9%	-14.6%	-18.2
4	CC(C)n1c(SCC(=O)Nc2nncs2)nnc1C1CC1
→ -2.1	-0.1%	0.0%	-1.9%	i	0.8%	11.1%	5.0%	-21.4
5	Cc1onc(-c2ccccc2)c1C(=O)NN1CCOCC1
→ 3.4	-4.3%	2.4%	-0.8%	i	-8.8%	5.4%	15.0%	-12.3
6	O=C(c1ccco1)N1CCN(C(=O)c2snc3ccc(Cl)cc23)CC1
→ -13.2	-1.1%	-18.8%	0.1%	-6.3%[57.5 µM]	-12.0%	10.0%	?	3.7
7	COc1ccc(C(=O)C[n+]2ccc(-c3nnc4n3CCCCC4)cc2)cc1
→ 2.2	-3.8%	-21.2%	18.2%	-16.4%	10.2%	26.6%	1.0%[1.82 µM]	-5.6
8	COCCNC(=O)CCn1c(=O)c2cc(OC)c(OC)cc2n(CC(=O)Nc2ccccc2C)c1=O
→ -1.8	.	-76.5%	.	-0.2%	-1.0%	-0.6%	-17.7%	.
9	Cc1ccc(NC(=O)C(SCC(=O)O)c2ccccc2)cc1C (stereo not drawn)
→ 1.4	-4.6%	10.7%	-2.9%	i	-2.5%	8.8%	-2.3%	2.7
10	COc1ccccc1NC(=O)c1ccc(NC(=O)CN(C)Cc2ccccc2F)cc1
→ 11.2	0.7%	8.0%	5.0%	-15.9%	8.5%	?	7.4%	19.8
11	COc1ccc(C(=O)N2CC(=O)N(CCc3ccccc3)C(=O)C2)cc1OC
→ -9.7	-3.8%	10.3%	9.2%	i	13.1%	19.2%	-7.3%	34.1
12	C[C@@H]1CN([C@@H](C)CO)C(=O)c2cc(Br)cnc2O[C@@H]1CN(C)Cc1ccc(Oc2ccccc2)cc1
→ -6.7	-0.6%	?	-4.4%	-23.9%	-30.4%	?	19.4%	-10.0
13	CCc1nc(CN2CCN(c3cc(C(F)(F)F)ccn3)CC2)c(C)[nH]1
→ -3.9	3.9%	-1.3%	3.8%	-11.4%	-6.8%	?	4.8%	-0.1
14	COc1cc2ccccc2cc1C(=O)OCC(=O)NC1CCS(=O)(=O)C1 (stereo not drawn)
→ 0.3	-2.9%	-2.8%	6.7%	i	15.9%	20.9%	-11.7%	1.7
15	CCCC[C@@H]1C=C(C(=O)O)[C@H](c2ccc3c(c2)OCO3)N1S(=O)(=O)c1ccc(C)cc1
→ 5.1	-11.7%	10.7%	-4.1%	-53.4%[inhibitor]	1.1%	-10.5%	17.0%	-7.7
16	COc1ccc(S(=O)(=O)N(C)CC(=O)N2CCC(C)CC2)cc1Cl
→ 8.0	10.7%	-8.8%	2.5%	i	-14.5%	3.4%	-4.7%	11.7
17	CCCCCN(C(=O)CCC(=O)OCc1cccc(F)c1)c1c(N)n(CCCC)c(=O)[nH]c1=O
→ 7.3	0.6%	?	-0.2%	i	-6.8%	7.0%	-3.6%	2.2
18	N#CC1(Nc2ccc([N+](=O)[O-])cc2)CCCC1
→ -1.5	5.8%	?	1.9%	-1.1%	-19.4%	-3.0%	16.7%	-5.2
19	Cc1ccc(C2=NNC(C(O)C(O)C(O)CO)S2)cc1 (stereo not drawn)
→ -4.8	0.6%	?	0.9%	9.0%	-10.2%	13.5%	0.0%	-25.4
20	CCOC(=O)c1c(NC(=O)C2CCCN(S(=O)(=O)c3ccc(C)cc3)C2)sc2c1CCCC2 (stereo not drawn)
→ -11.2	-2.3%	?	0.1%	i	-3.3%	22.8%	-11.8%	0.8
21	Oc1ccc(C2Nc3cccc4cccc(c34)N2)cc1
→ -3.5	-2.0%	-16.6%	-13.2%	-21.5%	?	-2.6%	-1.7%	-16.3
22	Cc1ccc(NC(=O)CSc2nc(=O)n(CCCN3CCOCC3)c3c2CCCC3)cc1
→ -3.6	-5.7%	-3.3%	1.1%	i	-4.9%	10.2%	15.0%	14.6
23	NC12CC3CC(C1)CC(CO)(C3)O2
→ 1.1	-2.5%	18.0%	-16.1%	20.0%[57.5 µM]	-1.3%	7.5%	3.5%	5.4
24	COc1cccc(C(=O)Nc2ccccc2C(=O)OCc2cc(=O)n3nc(C4CC4)sc3n2)c1
→ 0.4	.	11.9%	.	i	-6.0%	11.6%	13.3%	.
25	COc1cccc(C(=O)NC2CCCC2)c1
→ 2.2	1.7%	2.6%	4.7%	i	-5.7%	5.4%	2.4%	15.5
26	O=[N+]([O-])c1ccccc1S(=O)(=O)N1CCN(CC2CC=CCC2)CC1 (stereo not drawn)
→ -12.2	0.0%	-24.1%	9.1%	i	16.3%	?	-10.0%	-23.0
27	COC(=O)c1cc(OC)c(OC)cc1NC(=O)c1ccc(OC)c(OC)c1
→ 6.4	-4.5%	6.1%	2.1%	i	-11.8%	73.1%[activator]	-2.1%	25.1
28	CC1(C)CC(O)C(C)(C)N1O (stereo not drawn)
→ -2.3	0.8%	-6.4%	0.6%	-24.1%[57.5 µM]	11.2%	-6.4%	-11.3%	16.3
29	C=CCn1c(=N)n(CC(=O)OC)c2ccccc21
→ 1.4	2.6%	?	-13.2%	-10.3%	-3.8%	8.0%	14.9%	?
30	CCOC(=O)C1(Cc2ccc(OC)cc2)CCN(C(=O)CN2CCOC2=O)CC1
→ 2.9	8.7%	4.6%	4.4%	i	-2.6%	18.0%	-0.9%	-19.7
31	COc1ccc(CCNC(=O)C(=O)NCC2OCCN2C(=O)c2ccc(Cl)cc2)cc1OC (stereo not drawn)
→ 8.1	1.1%	.	10.0%	i	11.7%	-5.8%	-6.0%	2.5
32	Cc1csc(NC(=O)CSc2nnc(-c3ccco3)n2C)n1
→ -10.5	6.9%	-8.6%	8.0%	i	10.8%	-1.9%	-14.2%	9.1
33	CCCCC[C@H](C)N1C[C@@H](COCc2ccccc2)Oc2cc(N3CC[C@@H](N(C)C)C3)ccc2S1(=O)=O
→ -3.1	-39.6%[inhibitor]	?	-3.5%	-12.8%	?	?	11.9%	18.9
34	CC(C)(C)OC(=O)NCCC(=O)N/N=C/c1ccc2ncccc2c1
→ 5.2	0.3%	-0.5%	10.3%	i	5.4%	17.3%	10.0%	1.5
35	O=C(Nc1c2c(nc3ccccc13)CCCC2)c1ccccc1Br
→ 3.8	2.6%	3.9%	3.3%	i	6.0%	31.0%	9.8%	7.7
36	CN1CCN(C(=O)C2CCN(S(=O)(=O)c3ccc4c(c3)oc(=O)n4C)CC2)CC1
→ -1.9	-0.4%	-15.3%	-1.8%	-6.6%	-11.0%	2.3%	17.7%	8.7
37	O=C(O)C1CCCN1S(=O)(=O)c1cc(Cl)ccc1Cl (stereo not drawn)
→ 0.0	-0.1%	4.7%	1.9%	-17.8%[57.5 µM]	-10.8%	7.5%	-16.0%	7.0
38	CCOC(=O)c1[nH]c(C)c(CN(CCc2ccccc2)C(=O)CCC(=O)O)c1C
→ 1.0	1.6%	10.3%	6.4%	i	-9.7%	0.6%	4.4%	14.3
39	CCCCC(=O)Nc1ccc(NC(=O)C(C)C)cn1
→ -3.2	-0.2%	7.8%	-5.9%	-7.2%[57.5 µM]	1.7%	15.1%	-6.1%	4.9
40	CCc1ccc(CNC(=O)CC2C(=O)NCCN2Cc2ccccc2F)nc1 (stereo not drawn)
→ -4.2	10.4%	24.6%	3.3%	-24.1%	-13.5%	?	4.2%	5.3
41	C=CCn1c(-c2ccc(S(=O)(=O)N3CCOCC3)cc2)csc1=Nc1ccccc1
→ 12.4	-8.0%	-20.4%	-32.7%[inhibitor]	-18.3%[57.5 µM]	-2.3%	-1.8%	-3.9%	-12.8
42	Cc1ccc(C(=O)N/N=C/c2ccc3c(c2)OCO3)o1
→ -3.1	-0.3%	26.0%	1.5%	-0.5%	-13.0%	-10.2%	15.8%	0.3
43	COc1ccc(C2/C=C\CN(CC(C)C)CC(=O)N2Cc2cccc(F)c2)cc1 (stereo not drawn)
→ 10.3	11.6%	6.4%	25.8%	-52.0%[inhibitor]	-8.7%	?	3.5%	34.0
44	COc1ccc(C(=O)COc2ccccc2C#N)cc1
→ -8.9	1.2%	-0.7%	27.2%	i	-8.7%	-12.9%	5.0%	-15.5
45	COCCCn1cnc2c(c1=O)c1nc3ccccc3nc1n2-c1ccccc1
→ 2.2	3.1%	-10.8%	5.6%	-9.2%[57.5 µM]	29.7%	5.3%	-2.5%	?
46	COc1cc2cc(CN(C(=O)NC3CCCCC3)C3CCCC3)c(=O)[nH]c2cc1OC
→ -7.8	-2.7%	7.7%	17.1%	-25.1%[57.5 µM]	28.5%	15.3%	6.5%	5.8
47	Cc1[nH]n(-c2cccc(Cl)c2)c(=O)c1-c1ccc(Cl)cc1
→ 0.8	-19.1%	?	-9.0%	-21.8%[57.5 µM]	-22.8%	?	21.1%	-1.1
48	O=C(NC1CCNCC1)C1CC1
→ 0.3	-2.2%	1.3%	-13.8%	-4.5%	1.8%	12.4%	17.4%	13.7
49	Cn1c(=O)cc(OCCCC(=O)NCc2ccc3c(c2)OCO3)c2ccccc21
→ -4.7	0.2%	-27.3%	-5.7%	-23.1%	-13.0%	1.8%	-1.2%	-10.3
50	Cc1cccc(NC(=O)Cn2nc3c4ccccc4n(Cc4ccccc4)cc-3c2=O)c1
→ 0.9	.	-1.4%	.	-71.1%[inhibitor]	-12.1%	-21.0%	10.4%	.
